# Bioassay records: PubChem BioAssay, National Center for Advancing Translational Sciences (NCATS)
# D3 ag: qHTS of D3 Dopamine Receptor Agonist: qHTS | D(3) dopamine receptor (Homo sapiens), P35462 | D3R DiscoveRx beta-arrestin cells, luminescence, 90 min | max activation, % | 410,000 tested, 0.58% active | AID 652048, 2013; in the data active = max activation above about 30%; note: 0% is about no effect; mostly tested at two doses, the higher about 12 µM
# Target sequence (P35462 whole entry, looked up): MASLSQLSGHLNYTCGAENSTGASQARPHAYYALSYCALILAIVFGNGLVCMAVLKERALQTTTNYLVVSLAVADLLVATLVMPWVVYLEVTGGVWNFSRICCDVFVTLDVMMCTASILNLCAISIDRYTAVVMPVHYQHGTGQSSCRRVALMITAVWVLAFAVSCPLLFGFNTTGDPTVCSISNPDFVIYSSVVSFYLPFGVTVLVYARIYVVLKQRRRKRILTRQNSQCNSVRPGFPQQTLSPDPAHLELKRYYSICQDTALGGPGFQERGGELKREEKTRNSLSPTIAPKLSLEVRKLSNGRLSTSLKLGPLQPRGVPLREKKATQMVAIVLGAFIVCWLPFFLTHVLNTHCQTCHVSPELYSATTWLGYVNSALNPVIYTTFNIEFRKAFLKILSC
#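 Agonist mode: compounds and dopamine controls were applied to plated cells for 90 min at 37 degrees C after an overnight attachment at 1500 cells/well. Luminescent read-out followed 30 - 60 minutes at room temperature with DiscoveRx detection reagent.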
# HEK293 tox: qHTS of GLP-1 Receptor Inverse Agonists: Cytotox Screen; Potency, µM (highest dose often 38.3 µM), without a hit: at the top dose activity change, negative = inhibition, usual class: inhibitors; HEK293 cAMP-luciferase reporter cells, luminescence, 24 h; 410,000 tested, 0.13% active;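 note: loss of luciferase light is scored as toxicity; potency is the fitted concentration of half-maximal effect; % is set by controls: 0 for no effect and ±100 for the full control effect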
#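 A 23 nL compound transfer followed 12 hours of cell culture at 37 deg C; exposure then lasted 24 hr. Luciferase assay detection reagent was dispensed and plates read for luminescence after a 12 min room-temperature wait.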
# GLP1R inv ag: qHTS of GLP-1 Receptor Inverse Agonists (Inhibition Mode). HEK293 GLP-1R CRE-luciferase, luminescence, 24 h; GLP-1R form is constitutively active. 410,000 tested, 1.6% active. Glucagon-like peptide 1 receptor (Homo sapiens), P43220. Potency, µM (doses to about 38.3 µM), inactives show at the top dose activity change, negative = inhibition, actives largely listed as inhibitors. AID 624417, 2012; note: potency is the fitted concentration of half-maximal effect; % is set by controls: 0 for no effect and ±100 for the full control effect; nearly all actives have a fitted effect of over 55% in size
# Target sequence (P43220 whole entry, looked up): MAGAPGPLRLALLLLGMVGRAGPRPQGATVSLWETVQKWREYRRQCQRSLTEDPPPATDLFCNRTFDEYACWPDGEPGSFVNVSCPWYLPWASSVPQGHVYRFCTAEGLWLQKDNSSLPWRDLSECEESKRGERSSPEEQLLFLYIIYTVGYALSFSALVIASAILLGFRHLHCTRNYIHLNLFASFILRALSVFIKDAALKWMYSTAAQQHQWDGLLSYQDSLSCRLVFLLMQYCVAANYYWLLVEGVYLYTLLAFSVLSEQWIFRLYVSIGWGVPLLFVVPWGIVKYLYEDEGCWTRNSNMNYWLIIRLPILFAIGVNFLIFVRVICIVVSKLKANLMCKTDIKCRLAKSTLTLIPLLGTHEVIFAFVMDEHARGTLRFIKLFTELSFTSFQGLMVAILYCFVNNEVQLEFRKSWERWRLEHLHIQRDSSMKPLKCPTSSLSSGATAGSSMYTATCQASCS
#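 Constitutively active GLP-1R drives a cAMP-responsive luciferase in stably transfected HEK293 cells; test compounds are added after overnight (12 h) attachment and left 24 hr, and signal loss in luminescence marks inhibition.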
# * = called active by the depositor; ? = inconclusive; [ ] = another dose, or the depositor's remark. Unless noted, calls come from the whole dose curve; as a rule, active = well fitted curve in the direction sought with a large enough effect; inconclusive = small, poorly fitted or top-dose-only effect, or another doubt; inactive = no such curve, though single readings can be large; an effect the other way counts as inactive or inconclusive. Only part of the results is shown; the hit share may differ from the screen's.
nr	canonical_smiles	D3 ag	HEK293 tox	GLP1R inv ag
1	O=C(CSc1nc2ccccc2nc1Cc1ccccc1)N1CCCCC1	-8	2%	?
2	Cc1ccc(Cl)cc1N1CCN(C(=O)CCC(=O)Nc2ccc3nc(N4CCC(C)CC4)cc(C)c3c2)CC1	-4	12%	8%
3	Cc1cc(C)c2c(=O)cc(C(=O)Nc3ccc(S(=O)(=O)Nc4nc(C)cc(C)n4)cc3)oc2c1	4	-7%	44%
4	CC(C)Cc1nn2c(=O)cc(COC(=O)c3cccc(NS(C)(=O)=O)c3)nc2s1	-18	7%	16%
5	O=S(=O)(Nc1ccc(-c2ccc(N3CCCC3)nn2)cc1)c1ccc(Br)cc1	-3	-19%	?
6	COc1ccc(-n2nc(C(=O)N3CCN(c4cccc(C)c4C)CC3)c3c4ccccc4n(C)c3c2=O)cc1	-15	-2%	8%
7	CCCCNC(=O)Cn1nc(N2CCN(c3ccccc3OC)CC2)ccc1=O	-9	1%	-4%
8	CC(=O)c1cccc(NC(=O)N2CCC(CN3CCCCC3)CC2)c1	-13	8%	8%
9	Cc1ccc(C)c(Cn2c3ccccc3c3cnn(CC(=O)NC4CCCCCC4)c(=O)c32)c1	-11	-1%	4%
10	CCOC(=O)c1cc(C)n(CC2CCC(C(=O)Nc3ccc(OCC)cc3)CC2)c1C (configuration not stated)	5	1%	-12%
11	CCCn1c2ccccc2c2cnn(CC(=O)N(C)c3ccccc3CC)c(=O)c21	-9	-2%	?
12	CC(C)(C)NC(=O)C1CCN(c2nc3ccccc3nc2C(F)(F)F)CC1	3	-3%	15%
13	CCOC(=O)c1c(NC(=O)c2cc(=O)c3cc(C)ccc3o2)sc2c1CCCC2	8	-9%	6%
14	COc1ccc(C(=O)/C=C/c2cn(CC(O)CN3CCCCCC3)c3ccccc23)cc1OC (configuration not stated)	-26	60%[activator]	2%
15	COC(=O)c1c(NC(C)=O)c2c3c(sc2n1Cc1cc(C)ccc1C)CCCC3	-11	1%	-6%
16	CCN(c1ccc(OC)cc1)S(=O)(=O)c1nnc(NC(=O)c2ccccc2C)s1	-8	2%	?
17	COc1cc(OC)c2c(C)c(CC(=O)NCc3ccccc3OC)c(=O)oc2c1	3	22%	-7%
18	Cc1cc2nc(-c3ccc(OCc4ccccc4)cc3)cc(C(F)(F)F)n2n1	1	-13%	6%
19	Cc1ccc(NC(=O)Cn2c(=O)n(Cc3nc(-c4ccccc4)no3)c(=O)c3cc4c(cc32)OCO4)c(C)c1	-15	-12%	3%
20	COc1ccc(Br)cc1CNC(=O)CSc1cc(=O)n(C)c2ccccc12	-6	-4%	3%
21	CC(=O)c1ccc(NC(=O)CN2C(=O)CN(C)C(=O)c3ccccc32)cc1	4	6%	16%
22	COc1ccccc1CN1C(=O)CN(C2CCCCCC2)C(=O)C1c1ccc(C)cc1 (configuration not stated)	-12	-6%	2%
23	COc1ccc(-c2cn3c(n2)sc2cc(C(=O)Nc4c(C)cccc4C)ccc23)cc1	7	-9%	3%
24	Cc1cccn2c(=O)cc(COc3cccc(NC(=O)c4cccc(Cl)c4)c3)nc12	-12	2%	-17%
25	COc1ccc(C)cc1NC(=O)Cn1c(=O)cc(C)c2c(C)nn(C)c21	4	-6%	?
26	CSc1ncc2c(n1)-c1ccccc1N(Cc1ccccc1C)S2(=O)=O	3	7%	0%
27	COc1ccc(-c2nc(CN3CCC(C(=O)NCc4ccccc4)CC3)c(C)o2)cc1OC	6	-12%	4%
28	Cc1ccc(-n2ccnc(NCCc3ccc(S(N)(=O)=O)cc3)c2=O)c(C)c1	7	2%	-28%
29	Cc1ccc2c(CNCC(C)c3ccccc3)c(C(=O)O)n(Cc3ccccc3C)c2c1 (configuration not stated)	3	3%	9%
30	CCN(CC)C(=O)c1c(NC(=O)c2cccc(C)c2)sc2c1CCC(C)C2 (configuration not stated)	3	-3%	-15%
31	COc1cc2c(cc1NC(=O)COc1ccc(Br)cc1)oc1ccccc12	1	-14%	10%
32	Cc1ccc(NC(=O)CN(C)S(=O)(=O)c2cccc3nsnc23)c(C)c1	-10	-6%	-20%
33	Cc1cc(C)cc(N2CCn3c2nc2c3c(=O)n(CCCc3ccccc3)c(=O)n2C)c1	1	0%	-1%
34	CNC(=O)c1ccc2nc(CCc3ccccc3)oc2c1	1	3%	9%
35	CCS(=O)(=O)N1CCc2cc(C(=O)Nc3ccc(Br)cc3F)ccc21	-10	-21%	-24%
36	CSc1ccc(CNC(=O)C2CCN(c3nnc(-n4cccc4CNc4ccc(C)cc4)s3)CC2)cc1	-9	-1%	?
37	Cc1cccc(-n2c(SCC(=O)Nc3ccccc3Cl)nc3n[nH]c(C)c3c2=N)c1	8	-15%	?
38	COc1ccc(NC(=O)CCS(=O)(=O)c2cc3c4c(c2)CCN4C(=O)CC3)c(OC)c1	-10	1%	-5%
39	Cc1ccc2c(Sc3ccc(Cl)cc3)c(C(=O)N3CCC(C)CC3)[nH]c2c1	-2	-10%	10µM*
40	CCN(CC)S(=O)(=O)c1ccc2c(c1)N(CC(=O)Nc1c(C)cccc1C)C(=O)CO2	-10	4%	-7%
41	Cc1ccc(Cl)cc1NC(=O)CSCc1cnn(-c2ccccc2)c1-n1cccc1	-4	-11%	10µM*
42	Cc1nn(-c2ccc(N3CCCC3)nn2)c(C)c1CCC(=O)Nc1ccc(F)cc1F	5	-2%	11%
43	CCCNC(=O)C1CCN(c2nc3ccc(C)cc3[nH]2)CC1	-2	8%	1%
44	CCOc1ccc(OCC)c(NC(=O)C2CCN(S(=O)(=O)c3c(C)noc3/C=C/c3ccccc3F)CC2)c1	-6	-2%	16%
45	COc1ccc(Cl)cc1C(=O)NCC(c1ccc(N(C)C)cc1)N1CCCC1 (configuration not stated)	-16	2%	4%
46	COc1ccc(NC(=O)c2cccn2-c2nnc(N3CCCCC3)s2)cc1Cl	-27	0%	?
47	CCOC(=O)c1cc(C)n(CC2CCC(C(=O)Nc3ccc(C)cc3)CC2)c1C (configuration not stated)	3	2%	-1%
48	CCc1cccc(CC)c1NC(=O)CCS(=O)(=O)c1ccc(Br)s1	0	0%	12%

# Single values from the list.
# Cc1ccc2c(Sc3ccc(Cl)cc3)c(C(=O)N3CCC(C)CC3)[nH]c2c1 | HEK293 tox: -10%
# COc1ccc(NC(=O)c2cccn2-c2nnc(N3CCCCC3)s2)cc1Cl | D3 ag: -27
# CCOc1ccc(OCC)c(NC(=O)C2CCN(S(=O)(=O)c3c(C)noc3/C=C/c3ccccc3F)CC2)c1 | D3 ag: -6
# CCc1cccc(CC)c1NC(=O)CCS(=O)(=O)c1ccc(Br)s1 | GLP1R inv ag: 12%
# COc1ccc(Cl)cc1C(=O)NCC(c1ccc(N(C)C)cc1)N1CCCC1 (configuration not stated) | GLP1R inv ag: 4%
# COc1ccc(NC(=O)CCS(=O)(=O)c2cc3c4c(c2)CCN4C(=O)CC3)c(OC)c1 | HEK293 tox: 1%
# Cc1nn(-c2ccc(N3CCCC3)nn2)c(C)c1CCC(=O)Nc1ccc(F)cc1F | HEK293 tox: -2%

# New compounds follow.
nr	canonical_smiles	D3 ag	HEK293 tox	GLP1R inv ag
49	CN1CCN(C(CNC(=O)C(=O)Nc2cccc(Cl)c2)c2ccc3c(c2)OCO3)CC1 (configuration not stated)	-7	-22%	3%
50	CCC1CCCCN1C(=O)CSc1nc(-c2ccc(OC)c(OC)c2)cc(C(F)(F)F)n1 (configuration not stated)	18	-3%	34%[activator]
51	COc1ccccc1C(=O)OCc1cc(=O)n2c(C)csc2n1	15	1%	10%
52	CCn1cc(C(=O)N2CCN(c3ccccc3F)CC2)c(=O)c2cc(S(=O)(=O)N(C)C)ccc21	-19	1%	1%
53	Cc1cccc(-c2nnc(C3CCN(S(=O)(=O)c4cccc(Cl)c4)CC3)o2)c1	-6	-1%	?
54	COC(=O)c1sccc1S(=O)(=O)N1CCN(c2ccc(C(C)=O)cc2)CC1	8	2%	16%
55	Cc1ccccc1CN1C(=O)c2ccccc2Sc2ccc(C(=O)NCc3ccccc3)cc21	16	-1%	?
56	Cc1c(C(=O)OC2CCC(C)CC2)[nH]c2c1C(=O)CC(c1ccc(N(C)C)cc1)C2 (configuration not stated)	-10	3%	?
57	Cc1cc(=O)n2nc(N3CCC(C(=O)Nc4ccc(C)c(Cl)c4)CC3)sc2n1	6	-3%	-11%
58	CC(C)c1nn2c(=O)cc(COC(=O)C3CCCCC3)nc2s1	2	6%	11%
59	COc1ccc(CNC(=O)c2cnc3sc(N4CCCCCC4)nn3c2=O)cc1	17	10%	0%
60	COc1ccc(N2CCN(C(=O)c3cn(C)c4ccc(S(=O)(=O)N(C)C5CCCCC5)cc4c3=O)CC2)cc1	1	-6%	3%
61	COc1ccc(C2Nc3ccccc3-c3cc(C)nn32)cc1OC (configuration not stated)	-4	-6%	6%
62	CCOc1ccc(-c2nc3c(c(CC)nn3-c3ccccc3)c3cc(OC)c(OC)cc23)cc1	-4	0%	12%
63	CC(=O)c1cccc(NC(=O)c2sc(-n3nc(C)c(Cc4ccc5c(c4)OCO5)c3C)nc2C)c1	-9	8%	-1%
64	COc1ccc(N(Cc2cccs2)C(=O)c2ccc(Br)o2)cc1	-10	-23%	?
65	O=S(=O)(NCc1ccc(Cl)cc1)c1ccc(-c2cnc(C3CC3)o2)cc1	-7	0%	-1%
66	O=C(Cn1c(SCCOc2ccc(Cl)cc2)nc2ccccc21)N1CCCCC1	3	-11%	?
67	CC(C)C(=O)Nc1nnc(S(=O)(=O)N(C)Cc2ccc(F)cc2)s1	1	3%	11%
68	Cc1ccc(Cl)cc1NC(=O)Cn1nnc2sc3c(c2c1=O)CCC(C(C)(C)C)C3 (configuration not stated)	7	6%	-8%
69	CC1=C(C(=O)Nc2ccccc2Br)C2(CCC(C)CC2)OC1=O (configuration not stated)	8	-1%	-17%
70	Cn1c(=O)c2nc(SCC(=O)Nc3cc(Cl)ccc3Cl)n(C)c2n(C)c1=O	7	3%	5%
71	COc1ccc(C2(CNC(=O)C(=O)Nc3cccc(C(F)(F)F)c3)CCCC2)cc1OC	7	17%	?
72	Cc1cccc(-n2c(C)cc(C(=O)C(=O)Nc3ccccc3F)c2C)c1C	-6	10%	?

# Compound profiles, from the list above. Screens in order: D3 ag	HEK293 tox	GLP1R inv ag
# O=C(Cn1c(SCCOc2ccc(Cl)cc2)nc2ccccc21)N1CCCCC1 reads 3	-11%	?
# CCOc1ccc(-c2nc3c(c(CC)nn3-c3ccccc3)c3cc(OC)c(OC)cc23)cc1 reads -4	0%	12%
# COc1ccc(C2Nc3ccccc3-c3cc(C)nn32)cc1OC (configuration not stated) reads -4	-6%	6%
# CC(C)C(=O)Nc1nnc(S(=O)(=O)N(C)Cc2ccc(F)cc2)s1 reads 1	3%	11%
# O=S(=O)(NCc1ccc(Cl)cc1)c1ccc(-c2cnc(C3CC3)o2)cc1 reads -7	0%	-1%

# Later entries:
nr	canonical_smiles	D3 ag	HEK293 tox	GLP1R inv ag
73	CCOc1ccc(NC(=O)CSc2oc(-c3ccc(C)cc3)nc2S(=O)(=O)c2ccc(C)cc2)cc1	6	-3%	13%
74	Cc1cccc(NC(=O)CN2C(=O)C(c3ccccc3)=NC23CCC(C)CC3)c1 (configuration not stated)	-1	-3%	?
75	CCOc1ccccc1N(CC(=O)NCCSc1ccccc1)S(=O)(=O)c1ccccc1	2	-24%	?
76	COc1ccc(CNC(=O)Cn2c(SCC(=O)Nc3ccc(OC)cc3)nc3ccccc32)cc1	3	-29%	-6%
77	COCCNC(=O)CSc1nc2cc3c(cc2c(=O)n1CCCCCC(=O)NCc1ccc(OC)cc1)OCO3	5	-3%	5%
78	COc1ccc(CNC(=O)CN2C(=O)c3cccnc3Oc3ccc(C)cc32)cc1	-17	-33%	-8%
79	CCOc1cccc(CNCCCSc2nnnn2C)c1	-26	-1%	-4%
80	COc1ccc(CNC(=O)c2cc(-c3ccc(C)c(C)c3)n[nH]2)cc1	-5	-3%	?
81	COc1cc(OC)c(OC)cc1/C=C/c1nc2ccccc2c(=O)n1-c1ccc(Br)c(C)c1	4	-10%	-30%
82	O=C(CSc1nc(=O)n(Cc2ccco2)c2c1CCC2)NCc1ccc(Cl)cc1	-5	2%	6%
83	COc1ccc(OC(C)C(=O)NCc2nc(-c3cccc(C)c3)no2)cc1 (configuration not stated)	-8	-12%	?
84	O=[N+]([O-])c1ccc(C(c2sc3nc(-c4ccco4)nn3c2O)N2CCN(c3cccc(Cl)c3)CC2)cc1 (configuration not stated)	-11	-3%	?
85	O=[N+]([O-])c1cc(-c2nc(-c3ccccc3)no2)ccc1NCC1CCCO1 (configuration not stated)	1	-2%	17%
86	Cc1ccc(NC(=O)c2c(C)oc3ncn(CC(C)C)c(=O)c23)nc1	-11	7%	9%
87	Cc1cc2c(cc1S(=O)(=O)N(CCN(C)C)Cc1ccccc1)OCC(=O)N2	-10	1%	21%
